# Screening results from PubChem.
# PME-1 primary: PME-1 inhibitors via competitive probe labeling, primary screen, biochemical, fluorescence polarization, FP-Rh probe, HTS; recombinant PME-1; inhibition, % at 5.9 µM; hit rate 0.53% among 320,000; AID 2130, 2009;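 active = inhibition above the campaign mean of all compounds plus 3 SD, cut at about 26% in these data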;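 note: competitive labeling of PME-1 active site by serine hydrolase directed probe; 0% = PME-1 with DMSO and 100% = wells lacking PME-1 enzyme; inhibitors block probe labeling so polarization falls and inhibition rises; many of its hits are not listed in these tables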
# GSTO1 inh: inhibitors of recombinant GSTO1, primary screen, counter-screen for RBBP9 inhibitor project, biochemical, fluorescence polarization; Glutathione S-transferase omega-1 (Homo sapiens), P78417; activity-based probe fluorescence polarization; inhibition, % at 5.96 µM; hit rate 1.1% among 300,000; AID 1974, 2009;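 active = inhibition above the campaign mean inhibition plus 3 SD, cut at about 35% in these data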;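 note: 0% = GSTO1-1 with DMSO and 100% = wells lacking GSTO1-1 enzyme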
# Target sequence (P78417 whole entry, looked up): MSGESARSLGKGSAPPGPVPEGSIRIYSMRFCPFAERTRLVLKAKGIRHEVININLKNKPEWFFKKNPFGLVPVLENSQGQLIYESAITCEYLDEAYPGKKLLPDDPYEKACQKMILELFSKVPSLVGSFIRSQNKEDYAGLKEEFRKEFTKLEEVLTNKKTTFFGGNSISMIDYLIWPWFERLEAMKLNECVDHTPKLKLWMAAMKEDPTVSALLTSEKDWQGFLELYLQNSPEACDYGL
# pPAFAH inh: pPAFAH enzyme inhibitors, primary screen, biochemical, fluorescence polarization, human. AID 463082, 2010. inhibition, % at 3.39 µM. recombinant pPAFAH, FP-rhodamine probe fluorescence polarization. hit rate 1.5% among 330,000;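 active = inhibition above the mean inhibition across the screen plus 3 SD, cut at about 25% in these data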;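 note: inhibitors block binding of the rhodamine activity-based probe so polarization drops; 0% = enzyme with DMSO and 100% = wells lacking pPAFAH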
# PREPL inhibitor: PREPL enzyme inhibitors, primary screen, biochemical, fluorescence polarization; hit rate 0.68% among 320,000; inhibition, % at 5.96 µM; recombinant PREPL, fluorescence polarization activity-based probe; in the data active = inhibition above about 43%;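 note: 0% = enzyme with DMSO and 100% = wells lacking enzyme; many of its hits are not listed in these tables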
# PAFAH1B2 FP inh: PAFAH1B2 enzyme inhibitors, primary screen, biochemical, fluorescence polarization, human. Platelet-activating factor acetylhydrolase IB subunit alpha2 (Homo sapiens), P68402. recombinant PAFAH1B2, FP-rhodamine activity probe. inhibition, % at 3.39 µM. hit rate 1.2% among 340,000. AID 492953, 2010;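 active = inhibition above the mean of all tested compounds plus 3 SD, cut at about 24% in these data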;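 note: 0% = enzyme with DMSO and 100% = wells lacking PAFAH1B2; many of its hits are not listed in these tables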
# Target sequence (P68402 whole entry, looked up): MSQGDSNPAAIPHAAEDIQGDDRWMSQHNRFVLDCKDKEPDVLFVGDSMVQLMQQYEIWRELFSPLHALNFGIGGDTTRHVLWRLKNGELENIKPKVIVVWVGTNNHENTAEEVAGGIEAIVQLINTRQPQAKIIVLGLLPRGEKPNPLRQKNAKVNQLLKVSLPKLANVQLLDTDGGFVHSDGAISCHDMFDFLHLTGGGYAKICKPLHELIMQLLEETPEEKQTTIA
# PAD4 inh: human PAD4 inhibitors, primary screen, biochemical, fluorescence polarization, 1536-well format; recombinant PAD4, RCA probe fluorescence polarization; inhibition, % at 6.36 µM; hit rate 0.41% among 330,000;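 active = percent inhibition above a cutoff equal to the mean of all tested compounds plus 3 SD, cut at about 15% in these data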;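 note: 0% = PAD4 with RCA probe and DMSO and 100% = probe without PAD4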
# LYPLA1 inh: LYPLA1 inhibitors, primary screen, counter-screen for PME1 inhibitor project, biochemical, fluorescence polarization, FP-Rh probe ABPP; Acyl-protein thioesterase 1 (Homo sapiens), O75608; recombinant LYPLA1; inhibition, % at 5.9 µM; hit rate 0.16% among 320,000;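 active = inhibition above the mean of all tested compounds plus 3 SD, set per campaign, cut at about 14% in these data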;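 note: inhibitors block serine hydrolase probe labeling of LYPLA1 so polarization falls; 0% = enzyme with DMSO and 100% = wells lacking LYPLA1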
# LYPLA2 counter: LYPLA2 inhibitors, primary screen, counter-screen for PME1 inhibitor project, biochemical, fluorescence polarization, FP-Rh probe ABPP. recombinant LYPLA2. AID 2177, 2009. inhibition, % at 5.9 µM. hit rate 0.38% among 320,000. Acyl-protein thioesterase 2 (Homo sapiens), O95372;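 active = inhibition above the screen-wide mean plus 3 SD, limit set per campaign, cut at about 26% in these data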;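 note: 0% = LYPLA2 with DMSO and 100% = wells lacking LYPLA2 enzyme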
# Target sequence (O95372 whole entry, looked up): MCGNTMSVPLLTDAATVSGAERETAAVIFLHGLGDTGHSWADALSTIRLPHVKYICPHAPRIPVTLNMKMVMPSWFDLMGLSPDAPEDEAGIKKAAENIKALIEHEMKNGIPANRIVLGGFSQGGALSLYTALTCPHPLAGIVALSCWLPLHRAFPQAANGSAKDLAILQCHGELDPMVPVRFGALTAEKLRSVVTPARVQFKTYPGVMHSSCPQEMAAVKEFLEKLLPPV
# PAFAH1B3 inh: PAFAH1B3 enzyme inhibitors, primary screen, biochemical, fluorescence polarization, human | AID 492972, 2010 | Platelet-activating factor acetylhydrolase IB subunit alpha1 (Homo sapiens), Q15102 | inhibition, % at 3.39 µM | hit rate 0.28% among 340,000 | recombinant PAFAH1B3, FP-rhodamine probe;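 active = inhibition above the screen-wide average of all tested compounds plus 3 SD, cut at about 25% in these data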;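 note: 0% = enzyme with DMSO only and 100% = wells lacking PAFAH1B3 protein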
# Target sequence (Q15102 whole entry, looked up): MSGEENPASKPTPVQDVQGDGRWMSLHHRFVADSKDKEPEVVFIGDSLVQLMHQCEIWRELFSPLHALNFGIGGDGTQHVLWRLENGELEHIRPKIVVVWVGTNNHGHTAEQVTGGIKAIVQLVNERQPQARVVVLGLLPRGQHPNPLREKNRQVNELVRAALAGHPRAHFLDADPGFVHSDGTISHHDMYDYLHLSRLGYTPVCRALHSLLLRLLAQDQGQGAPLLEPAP
# Numbers without * were called inactive; . = not tested or not shown. Some of the compounds tested; count on the stated rates, not on these rows.
SMILES,PME-1 primary,GSTO1 inh,pPAFAH inh,PREPL inhibitor,PAFAH1B2 FP inh,PAD4 inh,LYPLA1 inh,LYPLA2 counter,PAFAH1B3 inh
O=C(CSc1nc2ccccc2c(=O)n1NC(=O)Cc1ccccc1)NCc1ccccc1,-2.7,0.5,4.1,-3.9,16.3,-4.1,-2.0,-0.1,-0.3
O=C(O)CCc1nn2c3ccccc3nc2n(Cc2ccccc2)c1=O,0.5,7.6,-1.9,2.4,4.6,-4.9,1.6,-1.3,3.5
COc1ccc(N(CC(=O)NCc2ccccc2Cl)S(=O)(=O)c2c(C)noc2C)cc1,3.5,-2.8,4.9,-7.2,3.8,0.8,0.9,-3.5,4.6
C/C(=N\NC(=O)c1ccccc1)c1ccc(NC(=O)c2cccs2)cc1,-6.3,-5.6,3.7,3.8,5.0,2.0,-5.6,0.5,6.2
O=C(O)CCN1C(=O)c2ccc(NC(=O)c3ccco3)cc2C1=O,-4.6,8.0,1.1,7.1,4.3,-5.3,2.1,-1.2,1.6
CCC(C(=O)NCc1ccccn1)n1c2ccccc2c2nc(=O)cc(C)n21 (configuration not stated),-1.1,1.9,3.8,-4.1,4.1,3.9,-1.7,-4.2,9.8
CCO/C=C/C(=O)N(C)CCC#N,0.2,-2.8,-3.0,10.9,-5.0,-6.8,-0.9,-6.5,7.8
CCOC(=O)c1[nH]c2ccc(Br)cc2c1NC(=O)CCN1CCOCC1,-2.9,4.8,-1.6,4.7,-1.1,-6.3,-2.9,-4.9,4.6
O=C(CSc1n[nH]c(-c2cccs2)n1)NC1CCS(=O)(=O)C1 (configuration not stated),3.6,1.7,0.8,1.5,1.2,-2.6,-1.4,-7.0,0.1
CN(CCC#N)C(=O)COC(=O)c1c2c(nc3ccccc13)/C(=C/c1ccco1)CC2,14.1,34.7,27.4*,15.3,3.1,2.4,-4.2,-7.1,7.3
O=C(Cc1nn[nH]n1)Nc1cc(Cl)cc(Cl)c1,-4.2,4.1,-4.0,6.5,9.0,-9.1,-2.4,-11.0,5.8
Cc1nc2cc(-c3cccc(F)c3)nn2c(N2CCN(C(=O)c3ccco3)CC2)c1C,-3.4,11.7,-1.1,-3.2,-2.8,-1.5,-1.5,-1.6,5.8
CCOc1ccc(S(=O)(=O)NCCCN2CCCC2=O)cc1,-3.6,-0.6,7.2,-6.9,-1.1,0.7,-0.9,-1.7,3.7
OC(COCc1ccc(Cl)cc1)CN1CCc2ccccc2C1 (configuration not stated),1.3,7.9,1.7,6.1,5.3,-1.0,4.9,4.5,-1.8
COc1cccc(NC(=O)CSc2ccc3nnc(-c4cccnc4)n3n2)c1,1.8,2.7,-6.8,-21.5,3.0,-5.8,1.1,2.3,4.7
CC1(C)CC(=O)C(C(c2cc([N+](=O)[O-])ccc2Cl)C2C(=O)CC(C)(C)CC2=O)C(=O)C1,-3.8,11.0,1.2,14.6,.,6.5,0.2,6.9,.
COCCNC(=O)CSc1nc(-c2ccccc2)c(-c2ccccc2)o1,2.1,-3.4,-0.5,7.7,5.8,0.2,3.4,0.3,-1.8
COC(=O)[C@]1(Cc2ccccc2)N[C@H](CN(C)S(=O)(=O)c2ccc(C(C)(C)C)cc2)[C@@H]2C(=O)N(Cc3ccccc3)C(=O)[C@@H]21,.,.,-7.2,-4.1,2.9,-7.8,.,.,0.7
COc1cccc(-c2nc(CS(=O)(=O)CC(=O)NC3CCCCC3C)c(C)o2)c1 (configuration not stated),-4.2,12.8,-2.3,16.4,4.3,-2.4,0.5,0.1,-0.7
O=C(Nc1ccc(S(=O)(=O)N2CCOCC2)cc1)c1ccc2c(c1)S(=O)(=O)c1ccccc1C2=O,4.5,-2.2,8.8,-3.9,3.5,-3.1,0.6,9.0,0.9
O=c1c2sc(-c3ccccc3)cc2nc2n1CCCCC2,-3.7,7.3,5.0,14.7,5.6,-1.6,-1.4,2.8,6.7
c1ccc(Sc2ccccn2)cc1,-9.1,5.7,5.0,-3.2,.,-0.3,0.1,1.0,.
NC(=O)c1nsc(C(=O)N(c2ccccc2)C(C(=O)NCc2ccc(F)cc2)c2ccco2)c1N (configuration not stated),-3.8,-6.7,-10.6,2.1,4.1,-4.0,-2.0,-8.2,-0.9
COc1cc(NC2c3ccccc3C(=O)N2c2cc(C)ccn2)cc(OC)c1OC (configuration not stated),-3.7,1.2,2.6,-6.6,4.8,-1.6,0.4,-1.0,-5.8
CCOc1ccc(C(=O)NCC(=O)OCC(=O)Nc2ccccc2OCC)cc1,4.3,10.3,5.0,12.9,0.5,1.2,0.2,-1.0,4.3

# Continuation.
SMILES,PME-1 primary,GSTO1 inh,pPAFAH inh,PREPL inhibitor,PAFAH1B2 FP inh,PAD4 inh,LYPLA1 inh,LYPLA2 counter,PAFAH1B3 inh
O=C(/C=C/c1ccc(OC(F)F)cc1)OCC(=O)N1CCN(C(=O)c2ccco2)CC1,-9.1,-4.1,8.5,14.0,-4.9,-3.0,-1.2,4.0,3.8
Nc1cc(S(=O)(=O)N2CCCCC2)ccc1N1CCCCC1,-5.7,.,-1.2,2.8,7.7,-5.3,-3.5,0.8,5.0
O=C(O)COc1ccc(/C=N/NC(=O)Cc2ccc(Cl)cc2)cc1,4.5,13.8,4.9,-15.5,5.5,-0.1,-1.3,-2.8,0.1
CCCOc1ccc(C(=O)CCC(=O)OCC(=O)N2CC(=O)Nc3ccccc32)cc1,3.0,-1.6,6.8,-64.0,24.1,-1.6,3.4,12.6,5.0
C[C@H](NC(=O)c1nc[nH]c1C(=O)NCC(=O)OCc1ccccc1)c1ccccc1,5.6,11.1,11.8,8.0,34.0*,2.0,-1.5,3.8,2.1
CCOC(=O)Cc1nnc(NC(=O)COc2ccc(C)cc2)s1,-0.7,-11.8,1.9,21.5,-9.5,-2.8,-3.2,-12.5,2.9
CCN1C(=O)N/C(=C/c2cc(C)n(Cc3ccccc3)c2C)C1=O,2.0,-0.4,7.5,12.4,82.4*,-8.1,-1.2,-3.1,-7.5
O=C(Cn1cnc2c(nnn2Cc2ccc(Cl)cc2)c1=O)c1ccccc1,-2.5,3.5,0.9,-6.2,1.9,-2.0,3.0,-0.8,2.3
Cc1c(CCOC(=O)c2ccc(Cl)cc2Cl)sc[n+]1CC(=O)c1ccc(Br)cc1,.,.,7.4,-17.6,-1.0,1.0,.,.,0.8
O=c1[nH]c2cccnc2n1-c1cccc([N+](=O)[O-])c1,3.4,7.2,-0.8,-2.5,.,1.1,-2.9,3.1,.
CN(C)S(=O)(=O)c1ccc(NC(=O)COc2ncnc3c2cnn3-c2ccccc2)cc1,-3.8,0.8,-3.4,11.8,-6.0,1.4,-7.1,1.0,0.8
COc1ccc(-n2c(N3CCN(C)CC3)nc3sc4c(c3c2=O)CCCCC4)cc1,-4.6,3.0,0.3,22.1,2.1,-3.9,1.9,4.1,6.7
COCCN(C(=O)c1ccccc1OC1CCN(S(C)(=O)=O)CC1)C(C)C,-3.6,1.9,-1.6,14.1,2.1,-6.7,-3.3,-2.2,9.0
COc1cc(C=O)ccc1OC(=O)c1ccncc1,2.7,5.3,1.7,1.2,-1.4,5.6,4.9,2.2,6.8
CC(C)(C)c1ccc(-c2noc(CCC(N)=O)n2)cc1,-4.5,0.6,3.8,-5.4,2.8,-1.8,-1.2,-0.2,0.1
CN(C)S(=O)(=O)c1ccc2c(c1)Cc1cc(S(=O)(=O)N(C)C)ccc1-2,-2.8,0.6,7.5,-11.1,-7.3,2.9,1.0,-2.0,-9.1
O=C(CCN1C(=O)c2ccncc2C1=O)NCc1ccc(Cl)cc1,-2.5,14.2,2.8,15.1,2.7,-3.6,0.8,8.8,3.9
O=C(COc1ccc2c3c(c(=O)oc2c1)CCC3)N1CCCC1,5.2,-4.7,0.5,0.3,2.6,-2.2,2.4,1.5,7.8
COc1cccc2c1CCC(NC(C)=O)C2=O (configuration not stated),1.2,2.0,6.3,1.9,0.3,-5.9,0.0,-1.7,4.0
Cc1c(C(=O)OC(C)CCN(C)C)oc2ccccc12 (configuration not stated),-4.1,-4.0,2.4,-6.4,2.0,0.4,3.5,3.4,5.3
COc1cc2ncc(S(=O)(=O)c3ccccc3)c(N3CCC4(CC3)OCCO4)c2cc1OC,5.9,2.1,6.1,3.3,6.9,-2.9,3.0,4.0,1.1
COCc1c(C(=O)NC2CCCCCC2)oc2ccccc12,-7.1,2.3,2.8,11.3,-1.3,2.9,0.1,9.2,4.8
Cc1cc(C)cc(C(=O)N2CCN=C2c2ccccc2)c1,-2.9,8.9,7.3,0.8,-8.6,-1.6,1.6,-3.9,2.3
COc1ccc(Cc2nc3c4c(ncn3n2)Oc2ccc3ccccc3c2C4c2ccc(OC)c(OC)c2)cc1 (configuration not stated),-17.1,3.6,4.3,8.4,0.6,2.0,-1.1,-4.6,-5.6
Cc1nnc(NC(=O)c2cccc(Br)c2)s1,2.4,-40.8,6.2,-6.5,-2.0,-10.4,1.3,-2.1,-1.5

# Carrying on.
SMILES,PME-1 primary,GSTO1 inh,pPAFAH inh,PREPL inhibitor,PAFAH1B2 FP inh,PAD4 inh,LYPLA1 inh,LYPLA2 counter,PAFAH1B3 inh
CC(=O)Nc1ccc(OCCOc2ccc(/C=C3\C(=N)N4N=C(C)SC4=NC3=O)cc2)cc1,-4.6,-3.3,-0.1,-0.7,1.6,1.8,-3.0,3.4,2.6
COC(=O)Cn1c(C)nc2ccccc21,-2.4,-4.6,5.9,1.1,-1.5,-1.6,-3.0,-2.5,7.2
COc1ccc2c(c1)C(c1cccs1)=NNC(c1cccnc1)=N2,-4.7,1.5,-1.0,13.5,0.4,0.0,-5.5,-2.5,2.9
CC1Cc2ccccc2N1S(=O)(=O)c1cccc(C(=O)NCc2ccco2)c1 (configuration not stated),.,.,2.5,-4.6,7.4,-1.9,.,.,10.3
Cc1ccc(C2=NN(C(=O)c3ccccc3F)C(c3ccccc3F)C2)cc1 (configuration not stated),-6.2,-8.8,9.2,1.1,5.3,-3.0,5.8,-4.5,3.6
Cc1ccc(NC(=S)NC2CCSc3ccccc32)cc1 (configuration not stated),-5.2,3.9,19.0,-6.8,7.0,-3.1,-5.3,-11.8,0.3
Nc1ccccc1Oc1c(F)c(F)c(Oc2ccccc2N)c(F)c1F,4.0,1.7,5.4,2.3,1.0,1.6,0.3,3.9,6.5
COc1ccc(OC)c(NC(=O)CCN2CCCC(C)C2)c1 (configuration not stated),0.5,2.1,3.5,7.0,-2.1,-0.9,-1.6,-1.9,-5.1
COc1nc(Cc2ccc(Cl)cc2)nc2ccccc12,9.3,3.2,3.6,11.1,1.4,1.3,3.9,2.5,-4.1
CC(C)CCn1c(CN(C)Cc2ccccc2)nc2c1c(=O)n(C)c(=O)n2C,6.8,-3.3,1.9,30.8,1.8,-2.6,2.3,7.8,10.3
